# NFkB transloc inh: blocks IL-1B driven NFkB nuclear translocation in HUVEC cells; inhibition, % at 2 µM; AID 796; 94,000 compounds, 0.43% hits; HUVEC IL-1B NFkB p65 nuclear translocation imaging;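 active = inhibition above about 30% together with a positive call from visual inspection of the well image, limit read from the data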;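 also: nuclear over cytoplasmic p65 intensity ratio measured by imaging; 0% = IL-1B stimulated DMSO wells and 100% = unstimulated DMSO wells; values of inactives mirror those of a sister screen read the other way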
# MRP reversal: compounds reversing MRP-mediated drug resistance. H69AR cells + 2 uM doxorubicin, CellTiter-Glo, 72 h. differential viability (reversal), % at 10 µM. AID 602. 85,000 compounds, 0.04% hits;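 active = viability drop by adding the cancer drug above about 55%, with treated viability meeting a 40% cutoff, limit read from the data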;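 also: viability without doxorubicin minus viability with 2 µM doxorubicin for each compound; larger differential means the compound sensitizes cells more to doxorubicin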
# PLAP inhibitors HTS: inhibition of human placental alkaline phosphatase – biochemical, luminescence, HTS (AID 690); purified PLAP, luminescent substrate; higher % means a stronger effect; one-dose inhibition, % at 20 µM; IC50 in µM for titrated hits; 96,000 compounds, 0.08% hits; in the data active = a potency from the dose series; inactive = the rest, 99 in 100 with inhibition below about 30%; also: strong numbers were not always called active
# NFkB transloc pot: enhances IL-1B driven NFkB nuclear translocation | activation, % at 2 µM | 94,000 compounds, 0.3% hits | AID 819 | HUVEC IL-1B NFkB p65 nuclear translocation imaging;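 active = activation above 40%, about the mean plus 3 SD, also judged a hit on visual image review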;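 also: percent activation is computed from the nuclear over cytoplasmic p65 intensity ratio; values of inactives mirror those of a sister screen read the other way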
# Bcl-B displacement: displacers of TR3 peptide from Bcl-B, primary screen, selectivity assay for Bfl-1 inhibitor project, biochemical, fluorescence polarization; FP displacement of FITC-TR3 peptide from Bcl-B; higher % means a stronger effect; displacement, % at 20 µM; hits with a dose series show IC50 in µM; 96,000 compounds, 0.11% hits; AID 748;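 active = displacement above 50% at 20 µM plus a fluorescence interference ratio under 1.5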;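 also: plate controls were wells without compound for no effect and wells lacking Bcl-B protein for full effect; a part of the inactive calls stands beside numbers as strong as those of hits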
# MRP reversal cytotoxicity: recorded beside MRP reversal, whose call it bears; viability, %; H69AR cells, CellTiter-Glo, 72 h; measured here: cytotoxicity without doxorubicin
# MRP reversal with doxorubicin: recorded beside MRP reversal, whose call it bears; viability, %; measured here: viability with 2 uM doxorubicin; hits give low values
# NFkB transloc inh cell count 2 µM: further read-out of NFkB transloc inh, marked with its call; cell count; measured here: cells passing quality filter;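 raw number of nuclei counted in each imaged well without normalization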
# NFkB transloc pot cell count 2 µM: further read-out of NFkB transloc pot, marked with its call; cell count; measured here: cells passing quality filter
# Numbers without * were called inactive; nt = no result given; & = joins results of further samples.
SMILES,NFkB transloc inh,NFkB transloc inh cell count 2 µM,MRP reversal,MRP reversal cytotoxicity,MRP reversal with doxorubicin,PLAP inhibitors HTS,NFkB transloc pot,NFkB transloc pot cell count 2 µM,Bcl-B displacement
CCOC(=O)c1ccc(N2CSC3=C(C#N)C(c4ccc(OC)cc4OC)CC(=O)N3C2)cc1 (stereo not given),-36,199,15,88,73,-2%,36,199,-4%
CS(=O)(=O)N(CC(=O)Nc1cccnc1)c1ccc2c(c1)OCCO2,6,120,6,103,97,0%,-6,120,-7%
Cc1ccnc2c(N3C(=O)C4C5C=CC(C5)C4C3=O)cccc12 (stereo not given),6,97,10,104,94,-2%,-6,97,-7%
COc1ccc(/C(C)=N\n2cnnc2)cc1,nt,nt,-2,98,101,18%,nt,nt,-3%
C=CCC1(O)C(=O)N2C(=C1C(=O)N1CCOCC1)c1ccccc1CC2(C)C (stereo not given),6,168,1,94,93,-37%,-6,168,7%
CCOc1ccc2[nH]c(=O)c(CN(Cc3ccccc3)C(=O)N3CCCC3)cc2c1,-4,111,nt,nt,nt,3%,3,111,4%
CN(C)c1cc[n+](CC(=O)Nc2ccc([N+](=O)[O-])cc2Cl)cc1,-2,92,nt,nt,nt,17%,2,92,-3%
C=CCn1c(CCNC(=O)c2ccccc2F)nnc1SCC(=O)Nc1nc2ccccc2s1,-26,79,-6,90,96,-34%,26,79,5%
COc1ccccc1NC(=O)C1=C(C)Nc2ncnn2C1c1ccc(C)o1 (stereo not given),-5,115,3,87,84,6%,5,115,-2%
CC(=O)N=c1sc2c3ccccc3ccc2n1C,-8,117,6,78,72,12%,8,117,-14%
COc1ccc(-c2nnco2)cc1OC,13,186,1,107,105,4%,-13,186,-3%
CCN(CC(=O)Nc1ccc2c(c1)OCCO2)CC(=O)Nc1cc(C)on1,-13,117,3,87,84,-23%,13,117,-4%
O=C(CCC1CCCC1)N1CCN(C(=O)c2ccco2)CC1,9,92,6,99,92,2%,-9,92,5%
CN1CCN(CC(=O)N2CCn3c4c(c5cc(C6CCCCC6)ccc53)CCCC42)CC1 (stereo not given),1,151,0,1,1,-78%,-1,151,26%
COc1ccc(-n2c(COc3ccc4ccccc4c3)nnc2SCC(=O)NCc2ccco2)cc1,-12,159,8,90,82,-101%,3,74,-14%
O=C(Nc1nncs1)C1COc2ccccc2O1 (stereo not given),2,115,16,97,81,8%,-2,115,-10%
O=C(O)C1CC(=O)N(Cc2ccccc2)C1 (stereo not given),-3,147,-4,96,101,12%,3,147,-12%
CCSc1nnc(Cc2cc(=O)[nH]c(=O)[nH]2)n1-c1ccc(F)cc1,nt,nt,7,96,89,6%,nt,nt,0%
O=c1oc(-c2ccccc2)nc2ccsc12,-5,156,14,98,84,1%,5,51,-3%
Cc1ccc(N(CC(O)Cn2c3ccccc3c3ccccc32)S(C)(=O)=O)cc1 (stereo not given),-4,193,-17,32,48,-47%,4,193,-2%
CN(C(=O)c1ccncc1)C1CCS(=O)(=O)C1 (stereo not given),0,139,-4,92,96,1%,0,139,-9%
O=C(OCCN1CCOCC1)c1cccnc1,8&3,116&195,-12&13,93&102,104&89,3%&19%,-8&-3,116&195,6%&4%
O=C1c2oc3ccccc3c(=O)c2C(c2cccc(Br)c2)N1Cc1ccco1 (stereo not given),-8,97,-2,75,77,3%,8,97,10%
COc1ccccc1NC(=O)C(=O)N1N=C(C(C)C)CC1(O)C(F)(F)F (stereo not given),7,130,nt,nt,nt,-20%,-7,130,1%
CCn1nnnc1SCC(=O)NNC(=O)C1CCCCC1,0,153,nt,nt,nt,-40%,0,153,2%

# Following part:
SMILES,NFkB transloc inh,NFkB transloc inh cell count 2 µM,MRP reversal,MRP reversal cytotoxicity,MRP reversal with doxorubicin,PLAP inhibitors HTS,NFkB transloc pot,NFkB transloc pot cell count 2 µM,Bcl-B displacement
N=c1c2c(-c3ccccc3)c(-c3ccccc3)n(Cc3ccco3)c2ncn1Cc1ccco1,nt,nt,0,1,1,-25%,nt,nt,-36%
c1ccc(CNc2ccc(CNc3ncn[nH]3)cc2)cc1,9,147,3,98,95,nt,-9,147,nt
COc1ccc(C2=Nn3c(nnc3-c3ccco3)SC2)cc1OC,-3,159,5,61,57,14%,3,159,5%
COc1ccc(N2CCN(CCNC(=O)C3CCN(S(=O)(=O)c4cccs4)CC3)CC2)cc1,5,107,14,91,78,-30%,-5,107,-12%
CCCc1cc(C(=O)NCc2cccnc2)no1,-13,75,-4,97,101,4%,13,75,-7%
CCOC(=O)c1cc(-c2cc3ccccc3o2)n[nH]1,nt,nt,0,100,101,-52%,nt,nt,-5%
CCC(C)NC(=O)c1cnn2c(C)c3c(nc12)CCCC3 (stereo not given),-6,175,-5,71,76,-24%,6,175,-4%
CCCCc1nc2ccccc2c(C(=O)O)c1C,-13,120,10,103,93,0%,13,120,49%
c1ccc(-c2nnc(-c3ccncc3)o2)cc1,-7,157,6,94,88,16%,7,157,3%
Cc1c(C(=O)N2CCCCC2)nnn1-c1nonc1N,3,102,5,104,99,10%,-3,102,-16%
CC(=O)Nc1nc2ccccc2n1Cc1ccccc1C,10,215,-13,51,64,-80%,-9,215,-4%
O=S(=O)(Nc1nc2ccccc2nc1N1CCN(c2ccccc2F)CC1)c1ccc(Cl)cc1,5,157,-8,62,69,-69%,-5,157,0%
Cc1noc(C)c1C(=O)N1CCCc2ccccc21,2,152,4,95,91,-5%,-2,152,-6%
Cc1cc(SCC(=O)OCC(=O)N2CCN(C(=O)c3ccco3)CC2)c(C)cc1Br,-32,141,11,92,81,-45%,32,141,-6%
Cc1c(NC(=O)C(C)Sc2nnc(-c3ccccc3)o2)c(=O)n(-c2ccccc2)n1C (stereo not given),-1,122,-3,104,108,-108%,1,122,-3%
Cc1ccc2c(c1)c1c3n2CCCN(Cc2ccccc2)C3CCC1 (stereo not given),-3,151,-21,36,57,-6%,-14,60,5%
CCOc1cccc(-c2nc3cc(C)ccc3o2)c1,12,91,17,99,83,-1%,-12,91,6%
COc1ccc(-c2nc(C#N)c(NCc3cccnc3)o2)cc1OC,15,174,4,84,80,-14%,-15,174,0%
CCCCc1c(O)nc(SCC(=O)NC(C)(C)C)n(-c2ccccc2C)c1=O,12,167,-2,80,82,-1%,-11,167,6%
O=C(Cn1cc(C(=O)c2ccco2)c2ccccc21)NC1CCCC1,7,102,1,78,77,1%,-7,102,-7%
COC(=O)C1=C(C)NC(=O)C1(NS(=O)(=O)c1ccc(C)cc1)C(F)(F)F (stereo not given),-17,58,1,94,93,2%,17,58,5%
CNC(=O)c1cc(C)c(-c2ccccc2)s1,-38,117,-4,93,97,0%,38,117,5%
CC1=C(C(=O)Nc2ccccc2)C2(CCCCC2)C(C#N)=C(SCC(N)=O)N1,-8,126,-1,87,88,11%,8,126,1%
Cc1cc(NC(=O)CSc2nc3ccccc3c(=O)n2-c2ccccc2)no1,6,193,nt,nt,nt,17%,-6,193,8%
CC1Cc2cc(/C(O)=C3/C(=O)C(=O)N(Cc4ccco4)C3c3cccs3)ccc2O1 (stereo not given),3,175,6,88,82,4%,-3,175,-5%

# Later entries.
SMILES,NFkB transloc inh,NFkB transloc inh cell count 2 µM,MRP reversal,MRP reversal cytotoxicity,MRP reversal with doxorubicin,PLAP inhibitors HTS,NFkB transloc pot,NFkB transloc pot cell count 2 µM,Bcl-B displacement
CC1CC(=O)Nc2ccccc2N1S(=O)(=O)c1ccc(Br)cc1 (stereo not given),5,145,nt,nt,nt,10%,-5,145,0%
O=P(O)(CCc1ccccn1)CN1CCOCC1,0,97,9,107,98,-7%,0,97,3%
COC(=O)c1c(F)c(F)c(NCCO)c(F)c1F,nt,nt,3,104,101,7%,nt,nt,2%
CN=c1scc(C)n1/N=C/c1ccc2c(c1)OCO2,3,169,5,89,84,23%,-3,169,-8%
CCn1c(COc2ccc(OC)cc2)nnc1SCC(=O)Nc1cc(OC)ccc1OC,-5,138,-24,71,96,-34%,5,138,-10%
O=c1cc(Cn2nnc(-c3ccc(Cl)cc3)n2)nc2sccn12,nt,nt,8,94,87,16%,nt,nt,-2%
CCN1CCN(C(c2nnnn2Cc2ccc3c(c2)OCO3)C(C)C)CC1 (stereo not given),-17,140,6,103,96,nt,17,140,nt
COCCNC(=O)Cn1c(=O)n(Cc2ccco2)c(=O)c2ccccc21,4,167,17,104,87,-31%,-4,167,-5%
Cc1ccc(NC(=O)C2CC(=O)NC(N3CCCCC3)=N2)cc1Cl (stereo not given),-1,168,9,92,82,-17%,1,168,-4%
Cc1csc(NC(=O)C2CCCN(S(=O)(=O)c3cccnc3)C2)n1 (stereo not given),-15,196,1,75,75,4%,15,196,17%
COc1ccccc1N1CCc2c(C)nc3c(OC)cccc3c21,nt,nt,nt,nt,nt,-12%,nt,nt,0%
O=C(OCC(=O)N1CCC(Cc2ccccc2)CC1)c1ccc[nH]c1=O,-16,134,nt,nt,nt,-14%,16,134,-4%
CC(NC(=O)C(=O)NN=C1CCCCCCC1)c1ccccc1 (stereo not given),-10,143,nt,nt,nt,-42%,10,143,9%
CCOc1ccc(-c2nnc(NC(=O)c3ccc(OCC(C)C)c(OC)c3)o2)cc1,-22,149,-23,29,52,-10%,22,149,-6%
Cc1csc2ncc(C(=O)NCCc3ccccc3)c(=O)n12,-5,160,-1,93,95,-44%,5,160,-1%
O=C(C1CCCN(S(=O)(=O)c2cccc3nonc23)C1)N1CCC(Cc2ccccc2)CC1 (stereo not given),-8,66,1,52,51,-42%,8,66,-4%
COc1ccccc1NC(=O)c1ccccc1NS(=O)(=O)N1CCCC1,-4,179,17,95,78,-3%,4,179,4%
COc1ccc(OC)c(S(=O)(=O)NCc2cn3c(C)csc3n2)c1,11,149,8,88,80,-23%,-11,149,-5%
CCc1nc(SCC(=O)NCc2ccco2)c2c(=O)n(C)c(=O)n(C)c2n1,-3,67,9,88,78,6%,3,67,0%
Cc1ccc2[nH]c3c(NCCN4CCOCC4)ncnc3c2c1,nt,nt,-15,61,76,0%,nt,nt,-11%
Cc1ccc(C(=O)CSc2nnc(-c3ccco3)n2CC2CCCO2)cc1 (stereo not given),-14,123,20,99,80,-15%,14,123,0%
CCOC(=O)C1CCN(Cc2nc3ccccc3c(=O)n2-c2ccc(OCC)cc2)CC1,5,157,47,78,32,-51%,-5,157,1%
Cn1nc(-c2ccc(OCC(=O)Nc3cccnc3)cc2)c2ccccc2c1=O,-2,98,nt,nt,nt,-4%,2,98,9%
O=C(NCC1COc2ccccc2O1)c1ccc(NC(=O)C2CCCO2)cc1 (stereo not given),nt,nt,2,105,103,9%,nt,nt,2%
CN1C=CC(=C2C(=O)c3ccccc3C2=O)C=C1,-40,188,8,89,81,10%,39,188,7%
COCCCNC(=O)CN(c1cccc(Cl)c1)S(C)(=O)=O,nt,nt,2,109,107,6%,nt,nt,6%
CC(C)c1nc(-c2c(N)n(C)c(=O)n(C)c2=O)sc1C(=O)C(C)(C)C,nt,nt,6,96,90,11%,nt,nt,0%

# In a second layout: four of the compounds above.
smiles: CN=c1scc(C)n1/N=C/c1ccc2c(c1)OCO2
  NFkB transloc inh: 3
  NFkB transloc inh cell count 2 µM: 169
  MRP reversal: 5
  MRP reversal cytotoxicity: 89
  MRP reversal with doxorubicin: 84
  PLAP inhibitors HTS: 23%
  NFkB transloc pot: -3
  NFkB transloc pot cell count 2 µM: 169
  Bcl-B displacement: -8%

smiles: COCCCNC(=O)CN(c1cccc(Cl)c1)S(C)(=O)=O
  NFkB transloc inh: nt
  NFkB transloc inh cell count 2 µM: nt
  MRP reversal: 2
  MRP reversal cytotoxicity: 109
  MRP reversal with doxorubicin: 107
  PLAP inhibitors HTS: 6%
  NFkB transloc pot: nt
  NFkB transloc pot cell count 2 µM: nt
  Bcl-B displacement: 6%

smiles: CN1C=CC(=C2C(=O)c3ccccc3C2=O)C=C1
  NFkB transloc inh: -40
  NFkB transloc inh cell count 2 µM: 188
  MRP reversal: 8
  MRP reversal cytotoxicity: 89
  MRP reversal with doxorubicin: 81
  PLAP inhibitors HTS: 10%
  NFkB transloc pot: 39
  NFkB transloc pot cell count 2 µM: 188
  Bcl-B displacement: 7%

smiles: O=C(OCC(=O)N1CCC(Cc2ccccc2)CC1)c1ccc[nH]c1=O
  NFkB transloc inh: -16
  NFkB transloc inh cell count 2 µM: 134
  MRP reversal: nt
  MRP reversal cytotoxicity: nt
  MRP reversal with doxorubicin: nt
  PLAP inhibitors HTS: -14%
  NFkB transloc pot: 16
  NFkB transloc pot cell count 2 µM: 134
  Bcl-B displacement: -4%

# An excerpt (hit frequency here may not be typical).
